Tb MetRS inh: blocks T. brucei methionyl-tRNA synthetase activity; purified T. brucei MetRS, ATP depletion, Kinase-Glo luminescence; inhibition, % at 11.9 µM; 360,000 tested, 0.4% active;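 active means inhibition above a per-plate cutoff of the control wells' mean inhibition plus 3 SD, cut at about 5.5% in these data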;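 further: 0% = DMSO wells median and 100% = median of wells with control inhibitor compound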
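System: purified T. brucei MetRS enzyme / Detection: Kinase-Glo luciferase luminescence reporting remaining unconsumed ATP / Medium: HEPES buffer with MgCl2, KCl, DTT, spermine, BSA, pyrophosphatase / Replication: singlicate, one well per compound / Evaluation: percent inhibition relative to median high and low control wells / Schedule: 2 h aminoacylation at 25 °C after 15 min preincubation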
E coli Lon inh: inhibitors of E. coli Lon protease | P0A9M0 | purified E. coli Lon protease, fluorescence polarization | inhibition, % at 7.94 µM | 360,000 tested, 0.42% active | AID 602123; in the data active means inhibition above about 13%, passing the limit was not always enough;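 further: 0% = enzyme with probe and DMSO and 100% = no enzyme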
Scp1 inh: Scp-1 (human) phosphatase inhibition; Recombinant Scp1, phosphopeptide, malachite green phosphate absorbance; inhibition, % at 20 µM; 340,000 tested, 0.88% active;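 active means inhibition above about 50% at 20 µM, limit read from the data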;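 further: plate controls were DMSO wells with enzyme for no effect and wells lacking enzyme for full effect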
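System: truncated SCP-1 phosphatase (76-261aa); medium: Tris acetate buffer pH 5.5 with MgCl2 and Tween-20; incubation: 45 min room-temperature reaction, 5 min colour, 30 min stabiliser; compound: single 20 µM dose, 1% DMSO; reagent: Phosphorylated 17-residue peptide substrate; read-out: % inhibition at 20 µM; technique: colorimetric free-phosphate detection, absorbance 630 nm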
bovine MsrA act: bovine methionine sulfoxide reductase A activation. purified bovine MsrA, absorbance read-out. activation, % at 10.6 µM. 360,000 tested, 0.3% active. AID 602163; in the data active means activation above about 7.5%;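 further: 0% = vehicle and 100% = reference activator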
SUMO1-SIM PPI: modulators of human SUMO1-mediated protein-protein interactions; AID 602429; 360,000 tested, 0.33% active; SUMO1 binding to a labelled peptide, TR-FRET, 1 h; P63165; inhibition, % at 20 µM; in the data active means inhibition above about 37%
STEP inh: blocks human striatal-enriched tyrosine phosphatase; recombinant STEP, OMFP fluorogenic substrate, fluorescence; AID 588621; P54829; inhibition, % at 20 µM; 360,000 tested, 0.25% active;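 active means inhibition at 20 µM, scaled per plate between control wells, above about 37%, limit read from the data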;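 further: 0% = DMSO with enzyme and substrate and 100% = substrate only without enzyme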
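Material: STEP (striatal-enriched tyrosine phosphatase) enzyme, cell-free; Compound dosing: 20 µM single dose in 1% DMSO; Technique: fluorescence read at 480 nm ex / 540 nm em; Times: reaction 20 min, ambient temperature; Medium: 50 mM Bis-Tris pH 6.0 with 2.5 mM DTT and 0.005% Tween 20; Also added: OMFP at 25 µM.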
MsrA inh: bovine MsrA inhibition. purified bovine MsrA, absorbance read-out. inhibition, % at 15.5 µM. 360,000 tested, 0.75% active. AID 651718; in the data active means inhibition above about 4.5%;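 further: 0% = vehicle wells with enzyme and 100% = reference inhibitor wells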
NRP1-CendR mod: alters CendR peptide binding to human NRP-1 | FAM-RPARPAR peptide binding to NRP-1, fluorescence polarization | inhibition, % at 25 µM | 360,000 tested, 0.85% active;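 active means inhibition or corrected inhibition above about 18%, plus a signal ratio from 0.5 to 1.5, limit read from the data, passing the limit was not always enough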; further: strong numbers were not always called active
Target sequence (O14786 whole entry, looked up): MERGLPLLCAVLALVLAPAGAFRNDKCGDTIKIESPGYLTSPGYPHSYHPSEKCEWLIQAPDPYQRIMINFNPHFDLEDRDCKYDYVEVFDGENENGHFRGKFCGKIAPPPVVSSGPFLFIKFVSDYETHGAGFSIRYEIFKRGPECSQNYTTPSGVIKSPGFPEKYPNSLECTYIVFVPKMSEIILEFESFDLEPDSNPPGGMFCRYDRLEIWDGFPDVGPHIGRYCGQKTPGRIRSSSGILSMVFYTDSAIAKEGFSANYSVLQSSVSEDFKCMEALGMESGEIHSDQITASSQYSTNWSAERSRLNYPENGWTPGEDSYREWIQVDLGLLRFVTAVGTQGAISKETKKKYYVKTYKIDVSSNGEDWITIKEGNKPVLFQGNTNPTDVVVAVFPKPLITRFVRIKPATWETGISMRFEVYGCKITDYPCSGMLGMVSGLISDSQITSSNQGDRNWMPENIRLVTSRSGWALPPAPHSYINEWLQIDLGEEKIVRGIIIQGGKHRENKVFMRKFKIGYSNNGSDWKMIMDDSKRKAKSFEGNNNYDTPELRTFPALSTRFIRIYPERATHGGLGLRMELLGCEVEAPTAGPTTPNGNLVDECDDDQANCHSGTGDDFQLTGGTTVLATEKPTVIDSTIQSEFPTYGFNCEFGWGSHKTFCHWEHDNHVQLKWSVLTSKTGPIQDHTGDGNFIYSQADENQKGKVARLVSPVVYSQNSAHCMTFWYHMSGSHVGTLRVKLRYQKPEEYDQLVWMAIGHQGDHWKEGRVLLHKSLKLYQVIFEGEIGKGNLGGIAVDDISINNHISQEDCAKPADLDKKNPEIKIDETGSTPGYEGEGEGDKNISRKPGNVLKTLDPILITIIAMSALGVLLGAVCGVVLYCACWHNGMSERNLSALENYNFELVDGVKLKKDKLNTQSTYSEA
LMPTP block: LMPTP (human) inhibition. P24666. recombinant LMPTP-A, OMFP fluorogenic substrate, fluorescence intensity. inhibition, % at 20 µM. 360,000 tested, 0.22% active;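 active means compounds that cut the enzyme signal by at least half of the control window in the single-dose screen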;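 further: plate controls were DMSO wells with enzyme plus substrate for no effect and substrate without enzyme for full effect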
Target sequence (P24666 whole entry, looked up): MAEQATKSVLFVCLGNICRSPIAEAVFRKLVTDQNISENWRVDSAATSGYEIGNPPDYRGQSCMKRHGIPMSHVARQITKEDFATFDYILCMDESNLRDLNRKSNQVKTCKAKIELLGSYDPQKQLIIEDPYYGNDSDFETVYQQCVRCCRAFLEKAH
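Test system: LMPTP-A phosphatase enzyme. Amount: LMPTP-A at 0.625 nM final in the reaction. Reagent: OMFP substrate, 400 µM final. Times: 50 min at room temperature. Signal: endpoint fluorescence intensity from OMFP dephosphorylation. Read-out basis: % inhibition. Benchmarks: no-enzyme and uninhibited controls.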
DNMT1 inh: inhibitors of human DNMT1; P26358; DNMT1 molecular beacon, Hinp1I cleavage, fluorescence; inhibition (reported as % activation of signal), % at 10 µM; 360,000 tested, 0.83% active; in the data active means inhibition above about 50%
* = called active by the depositor; · = not tested or not shown. The order is random, and some 4.3% of all compounds hit somewhere here.

SMILES | Tb MetRS inh | E coli Lon inh | Scp1 inh | bovine MsrA act | SUMO1-SIM PPI | STEP inh | MsrA inh | NRP1-CendR mod | LMPTP block | DNMT1 inh
O=C(NCCN1CCCCC1)c1ccc(Oc2cc(Cl)cc(Cl)c2)o1 | -0.6 | -4 | -2 | -5 | 2 | 4 | -0.5 | 8 | 4.4 | 0
Cc1nc2ccc(S(=O)(=O)N3CCCCC3)cc2s1 | -1.1 | 4 | 4 | -12 | 7 | -7 | 0.7 | 6 | 0.5 | 8
Cc1ccc(NC(=O)CN2C(=O)NC3(CCCCC3)C2=O)cc1S(=O)(=O)N1CCOCC1 | -0.3 | 6 | -8 | -2 | 4 | 0 | 0.3 | 12 | -3.4 | -1
O=C(N/N=C/c1cccs1)c1cccc(NC(=O)c2ccccc2Cl)c1 | 0.1 | -3 | -7 | -3 | -6 | 3 | 2.4 | -6 | 0.1 | -3
CC(OC(=O)c1ccc(CN2CCCC2=O)cc1)C(=O)Nc1ccc(Cl)cc1 (stereo unspecified) | -0.5 | 24* | -2 | -5 | 2 | -2 | -1.1 | 10 | -0.5 | -4
C/C(=N/NC(=O)c1ccccn1)c1ccncc1 | -1.4 | -4 | 4 | -1 | -2 | 0 | -1.0 | 1 | 0.1 | 0
CCC(C)NC(=O)CN(c1ccc(OC)cc1)S(=O)(=O)c1ccccc1 (stereo unspecified) | -0.8 | 0 | -1 | -2 | -4 | -1 | 1.9 | 3 | -0.2 | -1
Nc1nc2cc(Br)ccc2o1 | -0.2 | 4 | -8 | -2 | 5 | -3 | -1.2 | -9 | 0.0 | 2
C/C(=N\NC(=O)c1ccccc1Br)c1ccc(N2CCOCC2)cc1 | 0.5 | 0 | -7 | -2 | -3 | -2 | 1.3 | 9 | -2.1 | -1
S=C(Nc1ccccc1)N1CCCN1c1ccccc1 | 0.0 | 4 | -1 | -2 | -3 | 1 | 0.8 | -2 | 2.1 | 0
COc1ccc2oc(C(=O)OCC(=O)N(CC(C)C)c3c(N)n(Cc4ccccc4)c(=O)[nH]c3=O)c(C)c2c1 | -1.0 | 5 | -3 | -7 | 0 | -5 | 1.1 | -17 | -0.7 | -4
O=C(Nc1ccc(Cl)cc1)Nc1nnc(CSCc2ccc(Cl)cc2)s1 | -0.9 | 10 | -4 | -5 | 0 | 1 | -1.6 | 8 | -1.4 | 1
Cc1nc(NCCN2CCOCC2)c2oc3ccccc3c2n1 | -0.2 | 1 | -6 | 0 | -2 | 12 | -0.8 | 8 | -3.4 | 3
O=C(CSc1nnc(-c2cccnc2)s1)Nc1ccnc2ccccc12 | 0.5 | -11 | -4 | -2 | -1 | -4 | -0.2 | -13 | 3.9 | 3
Cc1cccc(OCCc2nnc(N)s2)c1C | -0.7 | 1 | -4 | -3 | 1 | 3 | 0.5 | 2 | -1.0 | -2
COc1cc(/C=N/NC(=O)CNC(=O)c2ccco2)ccc1O | -0.7 | 9 | -1 | -5 | -2 | 0 | 1.7 | -6 | 0.1 | 1
Cc1ccc(-n2nc3cc(Cl)c(NC(=O)c4ccco4)cc3n2)cc1 | 0.2 | -5 | 0 | -2 | -3 | -3 | -0.2 | -15 | -0.4 | 45
Cc1ccc(C(=O)NC(=S)c2c(C)cc3ccccn23)cc1 | -0.4 | -13 | · | -4 | -77 | 6 | 0.5 | -34 | 9.2 | -7
O=C1c2cccc3cccc(c23)C(=O)N1OS(=O)(=O)c1ccc(Cl)cc1 | -0.3 | -8 | -9 | -6 | -29 | 4 | 0.6 | 4 | 1.4 | 2
Cc1sc2nc(COC(=O)c3c(F)cccc3F)[nH]c(=O)c2c1C | -0.5 | 2 | 0 | -2 | 0 | 1 | -1.4 | -5 | 0.4 | 0
Cc1noc(C)c1C(=O)Nc1ccccc1N1CCCC1 | -0.3 | 0 | -6 | -3 | -6 | -2 | -0.1 | 4 | -4.7 | 2
NS(=O)(=O)c1cc2c(cc1Cl)NC(C(Cl)Cl)NS2(=O)=O (stereo unspecified) | -2.1 | -6 | -12 | -13 | 1 | 0 | -1.3 | 4 | 0.7 | 1
Nc1nnc(CSCc2ccccc2)s1 | -1.0 | 2 | 0 | -4 | 1 | 1 | -0.8 | 4 | 0.4 | -4
CC(C)CN(C(=O)CSc1nnc2c(Cl)cc(C(F)(F)F)cn12)C1CCS(=O)(=O)C1 (stereo unspecified) | -0.1 | 2 | -2 | 0 | -4 | -1 | 0.8 | 3 | -1.4 | 3
O=C1/C(=C/c2ccco2)CCC1C1CCCC1 (stereo unspecified) | -0.6 | 7 | -13 | -2 | -20 | 2 | 2.2 | -7 | 1.9 | 0

Random excerpt: 2 records from the list
SMILES | Tb MetRS inh | E coli Lon inh | Scp1 inh | bovine MsrA act | SUMO1-SIM PPI | STEP inh | MsrA inh | NRP1-CendR mod | LMPTP block | DNMT1 inh
S=C(Nc1ccccc1)N1CCCN1c1ccccc1 | 0.0 | 4 | -1 | -2 | -3 | 1 | 0.8 | -2 | 2.1 | 0
Cc1nc2ccc(S(=O)(=O)N3CCCCC3)cc2s1 | -1.1 | 4 | 4 | -12 | 7 | -7 | 0.7 | 6 | 0.5 | 8

Next section.
SMILES | Tb MetRS inh | E coli Lon inh | Scp1 inh | bovine MsrA act | SUMO1-SIM PPI | STEP inh | MsrA inh | NRP1-CendR mod | LMPTP block | DNMT1 inh
O=C(/C=C/c1ccccc1)CC(O)(c1ccccc1)C(F)(F)C(F)F (stereo unspecified) | -0.7 | -10 | -8 | -3 | -2 | 5 | 0.2 | 4 | 3.0 | 7
Cc1noc(C)c1S(=O)(=O)N(C)C[C@@H]1OCc2cn(nn2)CCCC(=O)N([C@@H](C)CO)C[C@H]1C | 0.8 | 3 | · | -1 | 1 | -1 | 1.0 | 15 | 0.2 | 5
COc1cc2cc(C(=O)N3CCC(Cc4ccccc4)CC3)[nH]c2cc1OC | -1.6 | 2 | -4 | -9 | -8 | -2 | 1.6 | 4 | 0.6 | 5
C=CCOc1ccc(/C=C/C(C)=N\O)cc1 | -0.2 | -2 | -9 | -2 | -11 | -2 | 0.7 | 2 | 0.1 | -4
O=C(NCCc1ccc(Cl)cc1)C1CCCN(c2ncnc3c2nc2n3CCCCC2)C1 (stereo unspecified) | 0.2 | -6 | 22 | -1 | 1 | -2 | -0.2 | 16 | -1.1 | 1
O=C(CSCc1c(Cl)cccc1Cl)NCc1cccnc1 | -1.0 | -6 | 0 | -9 | -3 | -3 | -1.1 | 1 | -0.4 | 3
Cc1ccc(NC2=CC(=O)C(=O)c3ccccc32)cc1 | -0.8 | 12 | 0 | -6 | -2 | 4 | 0.6 | 3 | 3.3 | 14
Cc1nc2cc3c(=O)n(C)cnc3cc2n1Cc1ccccc1 | -0.5 | 0 | · | -12 | 0 | -2 | 0.8 | -4 | -0.4 | 1
CCOC(=O)C1C(=O)N(C(=O)c2cncc(Br)c2)CC1c1ccccc1 (stereo unspecified) | -0.3 | 32 | 0 | -4 | 1 | 0 | 0.1 | 4 | 0.0 | 1
O=C(NCCS(=O)(=O)N1CCN(c2ccc(F)cc2)CC1)C1CC(=O)N(c2ccccc2)C1 (stereo unspecified) | 0.2 | -8 | -7 | 0 | 4 | 1 | 1.1 | -1 | 0.6 | 2
Cc1nc2ccccc2n1Cc1n[nH]c(=S)n1-c1ccc(Cl)cc1 | -0.5 | 6 | 2 | -7 | 0 | -3 | 0.6 | -5 | -2.4 | 6
COc1ccc(CCNC(=O)CSc2nc3scc(-c4ccccc4)c3c(=O)[nH]2)cc1 | -0.6 | -18 | -8 | -2 | 0 | 2 | -0.5 | -3 | 1.4 | 1
Cc1ccc(C)c(-n2sc3ccc(F)cc3c2=O)c1 | -0.2 | 7 | 70* | 13* | 2 | 0 | 1.3 | 0 | -0.3 | 2
COc1ccccc1CNS(=O)(=O)c1c(C)cc(C)cc1C | 0.0 | 0 | · | -1 | 5 | 0 | -0.3 | 7 | 0.2 | 3
COc1ccc(NC(=O)COC(=O)c2ccncc2)c(OC)c1 | -0.5 | -1 | -1 | -4 | -1 | 1 | -0.9 | -2 | -1.5 | 7
O=S(=O)(O)c1nnc2sc3ccccc3n12 | 0.1 | -18 | -5 | -5 | 7 | 1 | 0.1 | -1 | -2.1 | 7
Clc1ccc(CN(Cc2ccc(Cl)cc2)c2nn[nH]n2)cc1 | 0.3 | -4 | -6 | -4 | 3 | 0 | 0.8 | 9 | 1.5 | -1
COc1ccc(C(=O)Nc2nc3ccccc3[nH]2)cc1S(=O)(=O)N1CCOCC1 | -0.2 | 13 | 2 | -10 | 13 | -2 | 2.4 | -7 | 0.2 | 0
Cc1cc(C(=O)Nc2ccccc2C#N)n(-c2ccccc2)n1 | -0.4 | -11 | 0 | 0 | 1 | -4 | -0.3 | -9 | 0.1 | -1
CCNc1nc(N)c(C(=O)c2ccc(Cl)s2)s1 | 0.1 | -1 | -5 | -1 | -12 | 0 | 0.1 | 4 | 1.0 | -2
CN(c1cc2c(c3c1ccn3C)C1CCC2O1)C1CCCCC1 (stereo unspecified) | -0.3 | -3 | · | -3 | 3 | -3 | 0.4 | -3 | -0.5 | -1
Nc1ccc(Oc2ccc(Br)cc2)cc1 | 0.8 | 5 | -8 | -1 | 5 | 2 | 0.5 | -14 | -0.1 | -5
O=C(C1CCCN(c2ncnc3c2nc2n3CCCCC2)C1)N1CCN(c2ccccc2)CC1 (stereo unspecified) | 0.2 | -3 | -9 | -2 | 5 | 0 | -0.3 | 4 | -0.4 | -1
COc1ccc(N2CC(C(=O)NCCC3=CCCCC3)CC2=O)c(OC)c1 (stereo unspecified) | -0.3 | -8 | -5 | -2 | 1 | 4 | -0.1 | -4 | 0.2 | 0
CCCc1cc(C(=O)Nc2ccc(F)c(Cl)c2)no1 | -1.3 | 1 | -4 | -12 | 3 | -1 | 2.4 | 9 | -0.2 | 5
CCOC(=O)c1c(NC(=O)COC(=O)c2ncc(Cl)c(Cl)c2Cl)sc(C(=O)N(C)C)c1C | -0.3 | -10 | 4 | -2 | 5 | 2 | · | 0 | 0.9 | 1
CCOc1cccc(-c2cc(-c3n[nH]c(=S)n3CC)c3ccccc3n2)c1 | -0.9 | 1 | 0 | -6 | 7 | -1 | 0.5 | -4 | 1.3 | -2
Cc1ccc(C(=O)Nc2ccc(SC(F)F)cc2)s1 | -0.5 | -1 | -6 | -6 | -21 | -2 | -0.5 | -4 | 1.1 | 2
S=C(c1ccc2c(c1)OCO2)N1CCCCC1 | -0.3 | -6 | -7 | -4 | -4 | 2 | 0.2 | 16 | -1.1 | -2
